TAG inh – reduces triacylglycerol accumulation in H9c2 cells | Nile Red lipid (TAG) fluorescence; cells loaded with 200 µM oleic acid | inhibition, % at 12.5 µM | hit rate 0.66% among 230,000 | AID 651582;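 active = pattern-corrected inhibition of lipid staining of at least 50% with the nuclear-stain viability signal not falling by more than 50%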;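 note: 0% = DMSO wells and 100% = triacsin C control wells; some results filed as inactive read as strong as hits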
TAG inh DAPI viability – recorded beside TAG inh, whose call it bears; DAPI nuclei signal change (viability), lower = more cytotoxic, %;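 whole-well DAPI fluorescence read on a plate reader as a viability signal; minus 50 percent equals half of cells still viable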
* hit, by the source's call.

compound	TAG inh	TAG inh DAPI viability
O=C1NCCCCC1(Cl)Cl	9.7	5.5
Nc1cc2nc3ccccc3nc2cc1N	4.3	-2.9
O=C1C=C2C=C[C@@H]3CC2(O1)[C@H]1CCCCN31	26.3	2.1
NP(=O)(OCCCc1ccccc1)Oc1ccc(Cl)cc1 (configuration not stated)	-49.3	3.8
C[C@@H]1CN([C@@H](C)CO)C(=O)CCCn2nncc2CO[C@H]1CN(C)C(=O)Oc1ccccc1	3.5	5.1
Nc1cnn(-c2ccccc2)c(=O)c1Cl	-23.9	7.1
COc1ccc(N2C(=O)NC(=O)/C(=C\c3ccccc3[N+](=O)[O-])C2=O)cc1	-4.0	2.0
COc1ccc(OCC(=O)N2CCN(C/C=C/c3ccccc3)CC2)cc1	22.7	-13.4
COC(=O)C1=C(c2ccc(OC)c(OC)c2)C[C@@H]2CC[C@H]1N2C(=O)NCCOc1ccccc1	5.5	-0.8
c1ccc(Cn2ccnc2)cc1	8.0	0.5
COC(=O)C1=C(c2cc3ccccc3s2)C[C@@H]2CC[C@H]1N2C(=O)NC1CCCCC1	-5.9	-1.3
COc1ccc2c(c1)NP(=S)(c1ccccc1)N2C (configuration not stated)	-11.8	5.7

One compound at a time (already shown). Values in the order: TAG inh, TAG inh DAPI viability
Entry for Nc1cc2nc3ccccc3nc2cc1N = 4.3, -2.9
Entry for NP(=O)(OCCCc1ccccc1)Oc1ccc(Cl)cc1 (configuration not stated) = -49.3, 3.8

Continuation.
compound	TAG inh	TAG inh DAPI viability
CC(=O)OC1CCC2(C)C(CCC3C4CC(N5CC5)C(C(C)=O)C4(C)CC(=O)C32)C1 (configuration not stated)	35.6	6.6
COC(=O)C1=C(c2ccc(-c3ccccc3)c(F)c2)C[C@@H]2CC[C@H]1N2C(=O)N1CCC(O)CC1	-9.1	4.7
O=c1cccc2n1CC1CC2CN(S(=O)(=O)c2cc(Cl)ccc2Cl)C1 (configuration not stated)	-9.7	5.3
CC(N=Cc1c(O)n(C2CC2)c(=S)[nH]c1=O)c1ccccc1 (configuration not stated)	-5.6	13.1
COc1ccc(CC(=O)N(C)C2CCCN(Cc3ccccc3F)C2)cc1OC (configuration not stated)	38.1	-30.0
COC(=O)C1=C(c2ccc(Cl)c(C(F)(F)F)c2)C[C@@H]2CC[C@H]1N2C(=O)NCc1ccc2c(c1)OCO2	-16.4	-1.1
CCOc1ccc2c(c1)c(C(C)=O)c(C)n2Cc1ccco1	1.4	0.1
Cc1ccccc1NC(=O)c1cc(-c2ccccc2)n(CCCN2CCOCC2)c1C	17.5	-9.8
COC(=O)C1=C(c2ccc(OC(F)(F)F)cc2)C[C@@H]2CC[C@H]1N2C(=O)NCc1cc(C)oc1C(F)(F)F	28.2	1.3
O=c1[nH]c(=O)n(-c2ccc(F)cc2)c(O)c1C=Nc1ccccc1N1CCCC1	-4.8	-6.8
COc1cccc2c1N=C1CCCC3CN(C(C)=O)CCC123 (configuration not stated)	-6.9	8.4
COC(=O)C1=C(c2cccc(C#N)c2)C[C@@H]2CC[C@H]1N2C(=O)NCc1ccc(F)cc1	5.9	-7.0
C[n+]1c(-c2ccccc2)c2cc(N)ccc2c2ccc(N)cc21	6.7	-9.7
CC(C)(CN)CC(=O)O	-13.7	3.9
O=[N+]([O-])c1cc([As](=O)(O)O)ccc1O	-2.2	-3.9
O=C(O)c1ccc2c(c1)C1C(Cl)C(Sc3ccccc3[N+](=O)[O-])CC1C(c1cccc([N+](=O)[O-])c1)N2 (configuration not stated)	17.8	-14.8
CCCCn1c(O)c(C=NCCCn2ccnc2)c(=O)[nH]c1=O	2.8	0.7
C[C@H](CO)N1C[C@H](C)[C@@H](CN(C)C(=O)Oc2cccc3ccccc23)OCc2cn(nn2)CCCC1=O	3.5	-6.7
FC(F)(F)c1ccc2c(c1)nnn2C1CCN(Cc2nnnn2Cc2ccccc2)CC1	5.8	-11.5
COP(=O)(OC)Oc1ccc(C(O)C(Cl)(Cl)Cl)cc1 (configuration not stated)	-9.6	-0.2
CC(C)(C)[C@]1(O)C[C@@H]2OC(=O)C[C@@]23C(=O)O[C@@H]2OC(=O)[C@@H](O)C213 (some centres not stated)	-34.6	1.8
CC(C(=O)c1c[nH]c2ccccc12)N1CCOCC1 (configuration not stated)	0.3	4.5
COC(=O)C1=C(c2cccc(C#N)c2)C[C@@H]2CC[C@H]1N2C(=O)N1CCc2cc(OC)c(OC)cc2C1	1.8	-1.1
CCNCCNc1ccc([N+](=O)[O-])c2cccnc12	16.0	-4.2
COC(=O)C1=C(c2ccccc2OCc2ccccc2)C[C@@H]2CC[C@H]1N2C(=O)NCc1ccc(OC)c(OC)c1	56.3*	-12.6*
C#C[C@]1(O)CC[C@H]2[C@@H]3CCC4=Cc5nc6nc7ccccc7n6cc5C[C@]4(C)[C@H]3CC[C@@]21C	8.1	-17.8
COC(=O)C1=C(c2ccc(OC(F)(F)F)cc2)C[C@@H]2CC[C@H]1N2C(=O)NCC1CC1	-30.0	3.1
O=P(N1CCCCC1)(N1CCCCC1)C(Cl)(Cl)Cl	-28.3	5.5
Cc1cc(N2C(=O)C3CCCN3C2c2ccccc2)no1 (configuration not stated)	1.1	-4.5
CC1=C2C3OC(=O)C(C)C3CC[C@@]2(C)C=CC1=O (some centres not stated)	-2.8	-12.0
CNC(C(=O)c1ccccc1)C(OC)c1ccccc1 (configuration not stated)	2.6	-6.9
O=C(Cc1ccc(Cl)c(Cl)c1)NCC1(N2CCOCC2)CCCCC1	5.4	-3.8
CCCCC(=O)N/N=C/c1c(O)n(CC)c(=S)[nH]c1=O	-1.1	3.4
CN1C(=O)C(=Cc2ccc(N3CCCCCC3)o2)C(=O)N(C)C1=S	-39.1	2.5
Cc1cccc(CN2CCN(Cc3ccc(Cl)cc3)CC2)c1	6.4	0.2
C[C@]12CC[C@H](O)C[C@H]1CC[C@@H]1[C@@H]2C[C@@H](O)[C@]2(C)[C@@H](C3=CC(=O)OC3)CC[C@]12O	-8.6	2.9
Clc1ccccc1CNCCc1c[nH]c2ccccc12	3.7	13.7
COC(=O)C1=C(c2c(C)noc2C)C[C@@H]2CC[C@H]1N2C(=O)NCCCOC(C)C	14.8	6.6
CN(C)CCN=Cc1c(O)n(Cc2ccc3c(c2)OCO3)c(=S)[nH]c1=O	2.8	-3.1
CCN(CC)C(=O)c1ccc(N2C(=O)C3CC=C(Cl)CC3C2=O)cc1 (configuration not stated)	1.1	5.5
COc1ccc(NC(=O)c2cn(CCC#N)nc2-c2cccc([N+](=O)[O-])c2)cc1	3.9	4.1
CN1CCc2cccc(Cl)c2CC1	-2.5	5.7
Cn1cc(C(=O)OCC(=O)N2CCCC2)c2ccccc21	4.9	-10.0
CC(C)(C)N1Cc2ccccc2C1=N	-11.8	7.4
O=C(Nc1cccc(OC(=O)N2CCOCC2)c1)N1CCOCC1	13.8	-7.8
COc1ccc(OC(=O)N(C)C[C@H]2OCc3cnnn3CCCC(=O)N([C@H](C)CO)C[C@H]2C)cc1	-3.2	-4.9
C[C@@H]1CN([C@@H](C)CO)C(=O)CCCn2nncc2CO[C@@H]1CN(C)C(=O)Oc1ccccc1	24.1	1.9
CCCC1(CC(C)CC)C(=O)NC(=O)NC1=O (configuration not stated)	-17.0	0.2
c1csc(CN2CCNCC2)c1	3.6	4.2
Cn1c(O)c(C=NC2CCCCC2)c(=O)[nH]c1=S	15.1	-4.0
C=C1C(=O)O[C@@H]2C[C@@H](C)[C@H]3C=CC(=O)[C@]3(O)C[C@@H]12	44.8	-11.2
CCC(C)N1C(=O)NC(=O)C2(Cc3c(ccc4ccccc34)N(C)C2)C1=O (configuration not stated)	-14.0	6.7
Cc1oc(-c2ccccc2)nc1CN1C(=O)CN=C(c2ccccc2)c2ccccc21	-2.4	-1.3
C=C(C)[C@H]1CN[C@H](C(=O)O)[C@H]1CC(=O)O	2.7	-0.2
CN1CCN(c2nc(Cl)ncc2F)CC1	1.4	1.0
CCOC(=O)C1CCCN(c2ccc([N+](=O)[O-])c3nonc23)C1 (configuration not stated)	-46.0	-9.5
CCC(=Nc1cccc(C(F)(F)F)c1)c1c(O)n(C)c(=O)n(C)c1=O	-1.1	-1.6
C/C(=N\NC(=O)c1ccccc1)c1c(O)n(Cc2ccccc2)c(=O)[nH]c1=O	10.0	-6.1
C[C@]1(O)CCC2C3CC[C@@H]4CC(=O)CC[C@]4(C)C3CC[C@@]21C (some centres not stated)	-10.5	-8.0
COc1cc2c(cc1OC)C(C)NCC2 (configuration not stated)	-13.9	3.8

The listing continues:
compound	TAG inh	TAG inh DAPI viability
Fc1ccc(NC(=S)N2Cc3ccccc3-n3nncc3C2)cc1	-19.7	-7.2
COC(=O)C1=C(c2ccccc2)C[C@@H]2CC[C@H]1N2C(=O)NCc1ccc(F)cc1	-7.0	-0.7
CCC(=NCc1ccco1)c1c(O)n(C)c(=O)n(C)c1=O	-20.8	3.8
CN(C(=O)Cc1ccc(Cl)c(Cl)c1)C(CN1CCCC1)c1cccc(OCC(=O)O)c1 (configuration not stated)	4.5	-6.9
COc1ccc(N=Nc2c(O)[nH]c(=S)[nH]c2=O)cc1	4.4	3.5
O=C1NC(=O)C2(CCN(S(=O)(=O)c3ccccc3)CC2)C(=O)N1	-1.9	1.6
Oc1ccccc1-[n+]1c(-c2ccccc2)cc(-c2ccccc2)cc1-c1ccccc1	0.0	6.5
Cc1ccc(OCC(=O)N2CCN(C)CC2)c(Br)c1	-4.8	-1.1
COC(=O)C1=C(c2ccc(F)cc2OCc2ccccc2)C[C@@H]2CC[C@H]1N2C(=O)NCc1ccc(C(C)(C)C)cc1	36.2	-4.9
CCNc1nc2[nH]c(=O)c3c(c2s1)OC(N)=C(C#N)C3c1cccs1 (configuration not stated)	-3.7	-0.2
COC(=O)C1=C(c2ccccc2)C[C@@H]2CC[C@H]1N2C(=O)NCCCOC(C)C	-10.6	5.8
CN1C(=O)C(=Cc2ccccc2Oc2ccc(Cl)cc2)C(=O)N(C)C1=O	-21.7	2.0

Of the compounds above, these contain a furan ring, fused or not:
compound	TAG inh	TAG inh DAPI viability
CCOc1ccc2c(c1)c(C(C)=O)c(C)n2Cc1ccco1	1.4	0.1
COC(=O)C1=C(c2ccc(OC(F)(F)F)cc2)C[C@@H]2CC[C@H]1N2C(=O)NCc1cc(C)oc1C(F)(F)F	28.2	1.3
CN1C(=O)C(=Cc2ccc(N3CCCCCC3)o2)C(=O)N(C)C1=S	-39.1	2.5
CCC(=NCc1ccco1)c1c(O)n(C)c(=O)n(C)c1=O	-20.8	3.8

Next part
compound	TAG inh	TAG inh DAPI viability
CN1CCN(c2ccc([N+](=O)[O-])c(Sc3ccccn3)c2)CC1	0.9	0.2
COC(=O)C1=C(c2cccc(C#N)c2)C[C@@H]2CC[C@H]1N2C(=O)N1CCC(O)CC1	3.9	-7.3
COc1cc(C(O)CN)ccc1O (configuration not stated)	-8.7	-6.3
COC(=O)C1=C(c2cccc(OCc3ccccc3)c2)C[C@@H]2CC[C@H]1N2C(=O)NCCCc1ccccc1	-7.7	-5.0
Cc1ccc2nc3c(cc2c1)CC1(C(=O)N(C)C(=O)N(C)C1=O)C1CCCCN31 (configuration not stated)	3.5	7.5
O=C(c1ccccc1)N1CCC2(CC1)OCCO2	9.7	2.2
C#CC1(O)CCC2C3CCC4=CC(=O)CCC4=C3C=CC21C (configuration not stated)	-25.5	21.2
CC1(O)CCC2C3CCC4=CC(=O)CCC4(C)C34OC4CC21C (configuration not stated)	-20.6	9.9
CC1=CC2OC3CC4OC(=O)C=CC=CC(C(C)O)OCC(O)C5(C)OC5C(=O)OCC2(CC1O)C4(C)C31CO1 (configuration not stated)	133.1	-95.5
O=C1NC(=O)N(c2cccc(Cl)c2)C(=O)/C1=C\c1ccc(Sc2nc3ccccc3[nH]2)o1	-25.4	10.8
COc1ccccc1CC1C(=O)C2CCN1CC2 (configuration not stated)	5.3	7.3
C=CCn1c(O)c(/C=N/N2CCCCC2c2cccnc2)c(=O)[nH]c1=S (configuration not stated)	-2.1	9.5
C[C@]12CC[C@H]3[C@@H](CC[C@]4(O)C[C@@H](O)CC[C@]34C=O)[C@@]1(O)CC[C@@H]2C1=CC(=O)OC1	0.6	-7.4
Cc1nc(SCc2c(Cl)cccc2Cl)nc(OC(=O)N(C)C)c1C	-7.3	-7.3
CCCCn1c(O)c(C(CC)=Nc2cccc(C(=O)O)c2)c(=O)[nH]c1=O	5.0	-13.6
Cc1ccc(S(=O)(=O)N2CC2(C)CCl)cc1 (configuration not stated)	2.8	2.2
C=C(C)[C@@H]1C2C(=O)O[C@H]1[C@H]1OC(=O)[C@@]34OC3C[C@]2(O)[C@@]14C (some centres not stated)	3.3	5.1
N#CC(C#N)=Cc1ccc(N2CCCC2)cc1	-1.2	-7.9
Cc1ccc(OCC(=O)N2CCN(Cc3ccc([N+](=O)[O-])cc3)CC2)cc1	-14.3	5.5
O=S(=O)(NC1CCCCC1)OCC(Cl)(Cl)Cl	-20.6	6.4
COc1cccc(CN2CCNCC2)c1	-6.5	-2.5
CC(C)CN1CCN(Cc2ccc(C(F)(F)F)cc2)CC1CCO (configuration not stated)	-4.7	1.1
CN1C(=O)N(C)C(=O)C2(Cc3c(nc4ccccn4c3=O)N3CCc4ccccc4C32)C1=O (configuration not stated)	0.9	-3.7
COc1ccc(CNC(=O)C(NC(C)=O)C(C)C)cc1OC (configuration not stated)	-7.7	8.5

Reformatted as labelled records: part of the list above.
Molecule: COC(=O)C1=C(c2ccccc2OCc2ccccc2)C[C@@H]2CC[C@H]1N2C(=O)NCc1ccc(OC)c(OC)c1
  TAG inh: 56.3*; TAG inh DAPI viability: -12.6*
Molecule: C#C[C@]1(O)CC[C@H]2[C@@H]3CCC4=Cc5nc6nc7ccccc7n6cc5C[C@]4(C)[C@H]3CC[C@@]21C
  TAG inh: 8.1; TAG inh DAPI viability: -17.8

Screens: PubChem, Sanford-Burnham Center for Chemical Genomics

Some of the compounds tested. The share of hits here may be higher or lower than overall.
